Assay outcomes (PubChem BioAssay)
VIM-2 inhibitor: inhibitors of Pseudomonas aeruginosa VIM-2 metallo-beta-lactamase | inhibition, % at 5.6 µM | purified VIM-2, nitrocefin hydrolysis, epi-absorbance fluorescence | AID 1527 | actives 0.89% (n = 290,000);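 active = inhibition above the mean of all tested compounds plus 3 SD, cutoff set per screening run, cut at about 7.5% in these data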;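 note: red hydrolysis product quenches plate fluorescence so inhibitors raise well fluorescence; 0% = enzyme with DMSO and 100% = DMSO without enzyme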
HCV NS3 hel inh: HCV NS3 helicase inhibition. NS3 helicase DNA unwinding, Cy5 molecular beacon fluorescence. inhibition, % at 10.9 µM. actives 0.56% (n = 290,000). AID 1800;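 active = inhibition above the mean of all tested compounds plus 3 SD, set per campaign, cut at about 35% in these data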;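 note: 0% = DMSO wells and 100% = thioflavine S control wells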
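assay system = NS3 helicase fragment of HCV | buffer or medium = MOPS pH 6.5, MgCl2, DTT, Tween20, BSA | timing = 60 min unwinding reaction at 25 °C after ATP addition | signal = Cy5 beacon fluorescence read at start and 1 h | read-out basis = % inhibition of unwinding | control set = low DMSO, high thioflavine S at 110 µM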
FID counter: fluorescent intercalator displacement, NS3 helicase counter-screen | inhibition, % at 7.9 µM | actives 0.17% (n = 290,000) | DNA fluorescent intercalator displacement, fluorescence; in the data active = inhibition above about 37%;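 note: 0% = vehicle and 100% = reference compound; higher means more ethidium bromide displaced from hairpin DNA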
MEKK2 WT-MEK5: raises or lowers MEK5 binding to wildtype human MEKK2 PB1 domain; Q9Y2U5; bead flow cytometry, Alexa488-MEK5 binding to MEKK2 WT; actives lie on both sides; binding response (% of control), % at 10 µM; actives 1.1% (n = 290,000); AID 1531; in the data active = binding response below about 67% or above about 130%
IMP-1 inh: inhibitors of Pseudomonas aeruginosa IMP-1 metallo-beta-lactamase | purified IMP-1, nitrocefin hydrolysis, epi-absorbance fluorescence | inhibition, % at 5.6 µM | actives 0.45% (n = 290,000);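 active = inhibition above the mean plus 3 SD of all compounds in the same screening run, cut at about 4.5% in these data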;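 note: 0% = IMP-1 with DMSO and 100% = DMSO wells lacking enzyme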
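System: purified recombinant IMP-1 beta-lactamase. Medium: Zinc- and detergent-supplemented HEPES buffer, pH 7.1. Compound: one 5.6 µM dose […]. Schedule: 15 min preincubation plus 25 min reaction at 25 °C. Technique: Epi-absorbance fluorescence, 480 nm excitation, 530 nm emission.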
MEKK2mut PB1 HTS: signal of MEK5 binding to mutant human MEKK2 PB1 domain; bead flow cytometry, Alexa488-MEK5 binding to MEKK2 mutant; percent response, % at 10 µM; actives 0.35% (n = 290,000); AID 1530; in the data active = percent response above about 24%, passing the limit was not always enough; note: inactives centre near 1; some results filed as inactive read as strong as hits
SUMO HTRF inh: SUMOylation inhibition; AID 2006; P63279; HTRF SUMOylation assay, SAE1/SAE2 + UBC9, in vitro; inhibition, % at 35 µM; actives 0.36% (n = 290,000); in the data active = inhibition above about 50%, passing the limit was not always enough; note: strong numbers were not always called active
Target sequence (P63279 whole entry, looked up): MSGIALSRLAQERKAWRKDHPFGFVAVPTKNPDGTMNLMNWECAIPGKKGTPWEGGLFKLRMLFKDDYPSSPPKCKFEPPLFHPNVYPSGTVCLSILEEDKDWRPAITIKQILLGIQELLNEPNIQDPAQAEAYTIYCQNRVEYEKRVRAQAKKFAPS
M18AAP inhibitor: PfM18AAP enzyme inhibition; recombinant PfM18AAP, H-Glu-NHMec fluorogenic cleavage; inhibition, % at 7.35 µM; actives 1.2% (n = 290,000);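 active = inhibition above the campaign mean inhibition over all tested compounds plus 3 SD, cut at about 28% in these data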;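 note: 0% = plate median of test compound wells and 100% = 2 mM ZnCl2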
NALP1 inh: blocks the NALP1 inflammasome reconstituted in yeast | actives 0.61% (n = 280,000) | S. cerevisiae NALP1/ASC/caspase-1 growth, X-gal OD620, 72 h | inhibition, % at 10 µM; in the data active = inhibition mostly above about 24%, no sharp cut-off; inactive = mostly below about 32%; note: some compounds called inactive have numbers as strong as hits
Starred values were filed as active, the others as inactive; . = not tested or not shown.

SMILES	VIM-2 inhibitor	HCV NS3 hel inh	FID counter	MEKK2 WT-MEK5	IMP-1 inh	MEKK2mut PB1 HTS	SUMO HTRF inh	M18AAP inhibitor	NALP1 inh
COc1cccc(C(=O)OCc2ccccc2C#N)c1O	-1.2	-2	-9	98	-1.2	2	27	6	-5
Cc1ccc(CNC(=O)C2CN(S(C)(=O)=O)c3cc(Cl)ccc3O2)cc1 (centres undefined)	-3.4	-9	-22	101	-2.5	-2	11	-4	12
COc1ccc(/C=C2\SC(=S)N(CCC(=O)NCCCn3ccnc3)C2=O)cc1	1.7	-73	12	100	3.6	7	2	-2	-30
CCOc1ccc2nnnn2n1	-1.4	-4	-1	100	-1.8	-2	11	-1	-4
COc1cc2cc(CN(CCc3ccccc3C)C(=S)NCCCN(C)C)c(=O)[nH]c2cc1OC	-3.8	-57	12	117	-4.5	2	28	2	24
Cc1nonc1CC(=O)N1CCCC(C(=O)c2cccc(C(F)(F)F)c2)C1 (centres undefined)	-2.1	21	-16	107	-1.6	5	15	1	1
CC(=O)c1ccc(Nc2cc(C)nc3ccccc23)cc1	2.6	7	4	104	-0.9	21	9	-1	-1
CCc1nnc(NC(=O)c2ccc(Br)c(S(=O)(=O)N3CCOCC3)c2)s1	0.5	-9	-29	100	0.3	-3	5	-14	14
COc1ccc(C(c2c(C)[nH]n(C(N)=S)c2=O)C(C#N)C#N)cc1 (centres undefined)	-2.4	8	-1	107	-1.7	-2	16	17	-2
Cc1ccc(NC(=O)CSc2nc3c(c(=O)[nH]2)CCC3)c(C)c1	-5.7	0	-12	97	-1.3	3	3	6	-11

Only MEKK2 WT-MEK5 and NALP1 inh (2 entries from above):
SMILES	MEKK2 WT-MEK5	NALP1 inh
Cc1nonc1CC(=O)N1CCCC(C(=O)c2cccc(C(F)(F)F)c2)C1 (centres undefined)	107	1
CC(=O)c1ccc(Nc2cc(C)nc3ccccc23)cc1	104	-1

Next entries.
SMILES	VIM-2 inhibitor	HCV NS3 hel inh	FID counter	MEKK2 WT-MEK5	IMP-1 inh	MEKK2mut PB1 HTS	SUMO HTRF inh	M18AAP inhibitor	NALP1 inh
COc1ccc(/C=N/N(C)C2=NCCN2)c(OC)c1OC	-0.3	5	-2	102	-3.0	6	16	-1	-22
Cc1cccc2c(C(=O)N3CCCCC3)cc(-c3ccccc3)nc12	1.5	-16	-22	98	-0.4	-3	-13	-4	8
Cc1ccc(Cl)cc1N1CCN(CC(O)COCc2ccco2)CC1 (centres undefined)	-3.8	-12	21	127	-5.4	21	12	-3	30
C=CCOc1c(Br)cc(CNc2nccs2)cc1OC	-0.2	-6	-7	103	-1.8	-1	-8	-3	6
CN(C(=O)c1cccc(C#N)c1)c1nnc(-c2ccccn2)s1	-1.5	-1	0	98	-4.6	1	23	-3	-8
Cc1c([N+](=O)[O-])c(C(=O)Sc2ccc(Br)cc2)nn1C	-0.8	2	6	107	-2.1	-1	-22	3	5
O=C(CCC(=O)Nc1ccccc1Cl)NNC(=O)Nc1cccc([N+](=O)[O-])c1	0.0	0	0	91	-0.8	-6	13	-7	30
COc1cccc(C(C(=O)NC2CCCC2)N(Cc2ccccc2OC)C(=O)c2ccco2)c1 (centres undefined)	-2.1	-4	-38	111	0.4	4	-17	4	0
CCOC(=O)CN1N=C(/C=C/c2ccc(OC)cc2)CCC1=O	-6.3	-8	-20	92	-3.5	-17	13	4	6
COc1ccc(NC(=S)NCC2CCCO2)c(OC)c1 (centres undefined)	1.3	-6	0	104	-0.7	4	-5	0	34

Pulled by compound from the entries so far, 4 records:
SMILES	VIM-2 inhibitor	HCV NS3 hel inh	FID counter	MEKK2 WT-MEK5	IMP-1 inh	MEKK2mut PB1 HTS	SUMO HTRF inh	M18AAP inhibitor	NALP1 inh
CC(=O)c1ccc(Nc2cc(C)nc3ccccc23)cc1	2.6	7	4	104	-0.9	21	9	-1	-1
Cc1nonc1CC(=O)N1CCCC(C(=O)c2cccc(C(F)(F)F)c2)C1 (centres undefined)	-2.1	21	-16	107	-1.6	5	15	1	1
Cc1c([N+](=O)[O-])c(C(=O)Sc2ccc(Br)cc2)nn1C	-0.8	2	6	107	-2.1	-1	-22	3	5
O=C(CCC(=O)Nc1ccccc1Cl)NNC(=O)Nc1cccc([N+](=O)[O-])c1	0.0	0	0	91	-0.8	-6	13	-7	30

Additional compounds
SMILES	VIM-2 inhibitor	HCV NS3 hel inh	FID counter	MEKK2 WT-MEK5	IMP-1 inh	MEKK2mut PB1 HTS	SUMO HTRF inh	M18AAP inhibitor	NALP1 inh
O=c1c2c3c(sc2ncn1/N=C/c1ccco1)CCCC3	1.4	-3	1	92	-1.3	-8	14	0	6
O=C(NCc1ccc(F)cc1)C1CCCN(S(=O)(=O)c2cccnc2)C1 (centres undefined)	-3.1	2	-8	106	-4.3	1	23	-1	-7
O=C1CN(C(=O)COc2ncnc3ccccc23)c2ccccc2N1	1.6	-3	-4	99	-3.0	15	4	-3	-12
CCN(CC)S(=O)(=O)c1ccc(OC)c(NC(=O)COc2ccccc2[N+](=O)[O-])c1	-1.6	3	-5	94	-1.9	-3	29	2	7
C=CCNC(=O)N[C@@H](Cc1ccccc1)C(=O)OC	-3.6	-10	-3	102	-2.7	9	4	5	21
C[C@@H]1C[C@H](Nc2ccccc2)c2ccccc2N1C(=O)c1cccnc1	-1.4	3	-26	93	-2.3	-6	14	0	24
Fc1ccc(-c2nnc(Cc3nnc(-c4ccc(F)cc4)o3)o2)cc1	-0.1	-6	-5	102	-0.8	2	3	5	30
CC(=O)Nc1cc(O)cc(O)c1	1.2	0	-1	70	0.3	-6	5	18	.
COc1ccccc1NC(=O)Cc1nn(C)c(=O)c2ccccc12	1.7	0	-2	100	-3.4	1	4	-9	14
Oc1ccc(/C=N/Nc2ncc(Br)cn2)c(O)c1	-1.2	6	0	101	-4.9	5	-12	52*	21
c1ccc2cc(OCCN3CCCC3)ccc2c1	0.7	-5	6	102	-0.1	-4	-3	-6	-14
O=S(=O)(Nc1ccccn1)c1cc(Cl)ccc1Cl	0.2	4	-3	102	-1.8	6	16	1	7
COc1ccc(NC(=O)c2ccc(-c3ccc(OC)cc3)s2)cc1	-4.3	7	2	100	-5.2	-1	16	-4	0
CCOCCCN(C)C1CCN(C(=O)c2oc3ccccc3c2NC(=O)Cc2cccc([N+](=O)[O-])c2)CC1	0.6	-15	18	107	-1.0	0	2	-2	20
O=CN1CCN(C2CC(=O)N(c3ccc4c(c3)OCO4)C2=O)CC1 (centres undefined)	-6.1	-1	-2	101	-3.4	3	8	0	21
COc1cc(NC(=O)C/C(C)=N/NC(=O)c2cccs2)c(OC)cc1Cl	-3.5	3	-13	103	-3.9	3	10	1	-1
CCOC(=O)C1=C(SCC)c2cc3c(n2C1=O)CCCC3	-0.2	2	-10	109	-2.7	1	6	5	6
Cc1cc(C)nc(CCNC(=O)c2cc(COc3c(C)cccc3C)on2)n1	-1.4	-4	-36	102	-4.2	4	-2	-1	4
Cc1cc([N+](=O)[O-])cc(/C=N\NC(=O)C2COc3ccccc3O2)c1O (centres undefined)	-3.4	1	-3	98	-1.5	2	12	2	-19
COc1ccc(C(=O)NC(=S)N2CCOCC2)cc1OC	-4.1	-8	0	92	-1.4	-7	-4	3	-7
COC(=O)c1ccc(CNC(=O)C23CC4CC(CC(C4)C2)C3)cc1	-4.4	15	-32	96	-2.8	6	1	-5	16
CC(=O)N1CCC(c2c[nH]c3ccccc23)CC1	-3.7	-2	-1	99	-1.6	5	16	11	14
O=C(O)C1CSC(c2ccccc2Cl)N1C(=O)c1ccc(Cl)cc1 (centres undefined)	-2.4	23	-34	109	-3.2	4	9	1	28
CC(=O)Nc1ccc(S(=O)(=O)N(C)CC(=O)OC(C)C(=O)NC2CCCC2)cc1 (centres undefined)	-1.7	5	-7	96	-2.0	4	-7	-2	6
O=C1c2cccc3cccc(c23)C(=O)N1CCCN(C(=O)c1cccs1)c1cccc(F)c1	-0.4	1	6	95	-2.2	-4	-9	3	10
COc1ccc(Cl)cc1NS(=O)(=O)c1cccc(C(=O)NCC2CCCO2)c1 (centres undefined)	-2.2	-1	-24	102	-1.7	3	11	0	10
Cc1cc(C)cc(NC(=O)c2cc(C)nn2C)c1	-1.5	7	-9	101	-0.3	-1	-12	-14	36
CCN(Cc1ccncc1)Cc1ccc(OC)cc1OC	-1.8	4	9	103	-2.6	10	6	4	0
Cc1ccc2c(c1)NCCO2	-2.8	0	9	109	0.1	8	8	22	-3
O=C(c1cc(COc2c(F)cccc2F)on1)N1CCC(c2ccncc2)CC1	-1.4	-1	-21	96	-1.8	-4	17	3	-27
C=CCN1C(=O)/C(=c2\sc3nc(=O)c(Cc4ccc(OC)c(OC)c4)nn3c2=O)c2ccccc21	0.7	46*	-19	78	-0.3	-11	-2	-21	20
CCc1ccc(CNCc2ccc(OCC(O)CN(C)Cc3ccccc3)cc2)nc1 (centres undefined)	3.9	-56	21	170*	-1.4	59*	6	-2	2
O=C1c2ccccc2C(=O)N1CCCc1nc2ccccc2c(=O)n1CCCn1ccnc1	0.7	-2	4	99	-2.9	-6	13	-7	10
Cc1ccc(NC(=O)c2cccc(NC3=NC4CS(=O)(=O)CC4S3)c2)cc1C (centres undefined)	-1.7	-8	-12	98	-2.2	-6	-6	2	0
C[n+]1ccccc1/C=C/c1ccc([N+](=O)[O-])cc1	-2.8	5	3	103	-3.1	5	22	4	3
Cc1[nH]c2ccccc2c1SCC(=O)N1CCC(C)CC1	-4.3	-5	-15	103	-4.0	-2	4	0	14
C/C(CCc1ccco1)=N\NC(=O)CNc1c(Br)cc(Br)cc1Br	-3.8	8	-4	98	-2.4	9	-14	-1	10
Cc1ccccc1OCc1nnc2n1CC(C)S2 (centres undefined)	-4.8	-7	-1	98	-0.8	-1	11	0	33
CCOC(=O)COc1c(OC)cc(Cl)cc1C1Nc2ccccc2C(=O)N1c1ccc(F)cc1 (centres undefined)	-1.7	-2	-31	98	-1.6	1	21	0	7
COc1ccc(/C=N/O)cc1COc1ccc(NC(C)=O)cc1	-3.0	2	-13	97	-2.6	-3	12	3	-82
CCOC(=O)N1CCc2c(sc3[nH]c(=S)[nH]c(=S)c23)C1	-4.1	6	-3	96	-5.3	-18	2	10	.
CCn1c(Cc2ccccc2)nnc1SCC(=O)Nc1ccccc1	-2.4	0	-14	100	-2.0	-1	9	-5	22
O=C(N/N=C/c1cc(Br)ccc1O)c1ccncc1	-1.1	0	-2	98	0.0	-10	41	-6	0
O=C(NNC(=S)NC(=O)c1ccccc1[N+](=O)[O-])c1ccccc1[N+](=O)[O-]	-0.8	0	-8	102	-6.7	4	-48	9	-5
CC1(C)SC(=S)N(NC(=O)Nc2cccc3ccccc23)C1N(O)C(=O)Nc1ccccc1 (centres undefined)	-6.8	10	-7	119	-4.4	1	-17	6	25
O=C(CN1C(=O)COc2ccccc21)N1CCCC1	-2.4	2	-3	113	-3.0	13	11	1	8
COc1cc(S(=O)(=O)N2CCN(Cc3ccc4c(c3)OCO4)CC2)c(C)cc1C	-0.1	-7	-10	104	-3.1	3	-16	0	36
CCCOc1ccc(C2C(=O)N(C3CCCCC3)CC(=O)N2C2CC2)cc1OC (centres undefined)	-0.8	4	-11	107	-4.6	5	-12	-8	0
